PriA SSB inh: inhibitors of Klebsiella pneumoniae PriA binding to SSB C-terminal tail, primary screen, biochemical, AlphaScreen; PriA–SSB C-terminal tail interaction (Klebsiella pneumoniae); AlphaScreen SSBct-PriA binding, biotinylated peptide; inhibition, % at 33 µM; 0.6% of 430,000 active; in the data active = inhibition mostly above about 37%, no sharp cut-off; inactive = mostly below about 20%;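 also: plate controls were negative control peptide for no effect and reference peptide for full effect; strong numbers were not always called active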
PfHsp40 rescue: rescue of yeast from PfHsp40 toxicity, primary screen, S. cerevisiae, ATP luminescence | S. cerevisiae expressing PfHsp40, growth rescue | growth rescue, % at 12.5 µM | 0.68% of 340,000 active | AID 504582, 2011; in the data active = growth rescue above about 28%, passing the limit was not always enough; inconclusive = no clear call, values can overlap the other calls;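 also: yeast W303a lacking pdr1 and pdr3 grown in galactose medium; growth measured after three days at 30 °C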
3CLpro inhibitor: SARS-CoV 3CLpro protease inhibitors, primary screen, biochemical, quenched FRET; recombinant SARS-CoV 3CLpro, quenched FRET peptide cleavage; 0.14% of 290,000 active; Replicase polyprotein 1ab (Severe acute respiratory syndrome coronavirus), P0C6X7; inhibition, % at 6 µM; in the data active = inhibition above about 12%
Rv3671c inh: Rv3671c serine protease inhibitors, primary screen, biochemical, fluorescence polarization, M. tuberculosis H37Rv; P9WHR9; inhibition, % at 5.96 µM; 0.048% of 320,000 active; in the data active = inhibition above about 38%;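 also: extracellular domain of Rv3671c used as enzyme; 0% = enzyme with DMSO and 100% = no enzyme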
TcdB GH inh: TcdB glycohydrolase inhibitors, primary screen, biochemical, single point, plate reader; Toxin B (Clostridioides difficile), P18177; TcdB glycohydrolase enzymatic assay; inhibition, % at 9.99 µM; 0.24% of 350,000 active; in the data active = inhibition above about 10%
MazF activator: activators of E. coli MazEF toxin-antitoxin RNase, primary screen, biochemical, fluorescence, uHTS. Endoribonuclease toxin MazF (Escherichia coli (strain K12)), P0AE70. FAM/BHQ RNA-DNA oligo cleavage fluorescence, 5 h. activation, % at 20 µM. 0.32% of 350,000 active. AID 504720, 2011; in the data active = activation above about 50%
VHR inh abs: VHR1 phosphatase inhibitors, primary screen, biochemical, absorbance, uHTS. Dual specificity protein phosphatase 3 (Homo sapiens), P51452. recombinant VHR phosphatase, pNPP absorbance. inhibition, % at 13.3 µM. 0.52% of 290,000 active. AID 1654, 2009; in the data active = inhibition above about 50%; also: some compounds called inactive have numbers as strong as hits
Anthrax LF prot: Bacillus anthracis LF protease inhibitors, primary screen, biochemical, multiplex microsphere, MLPCN library; 0.12% of 360,000 active; multiplex microsphere protease cleavage assay; inhibition, % at 10 µM; in the data active = inhibition above about 30%; inconclusive = no clear call, values can overlap the other calls; also: plate controls were buffer without enzyme for full effect and enzyme alone for no effect
Vc quorum ag: inducers of Vibrio cholerae quorum light production without autoinducers, primary screen, BH1578 luxS cqsA deficient, single point | activation, % at 18.7 µM | V. cholerae BH1578 lux reporter, luminescence, 6 h | AID 588436, 2011 | 0.16% of 350,000 active; in the data active = activation mostly above about 9.7%, no sharp cut-off; inconclusive = no clear call, values can overlap the other calls; inactive = mostly below about 3.7%; also: not every result past the cut was called active; inactives centre near 0; reference of the scale not given here
Y pestis TopoI: Yersinia pestis topoisomerase I inhibitors, primary screen, biochemical, cleavage product accumulation, plate reader, single point; AID 504884, 2011; Y. pestis Topo-I cleavage product accumulation; activity, % at 10 µM; 0.064% of 360,000 active; in the data active = activity above about 50%, passing the limit was not always enough; inconclusive = no clear call, values can overlap the other calls; also: inactives centre near 2
* hit, by the source's call; i = inactive; ? = inconclusive; · = no result given. Not all compounds are listed; count on the stated rates, not on these rows.

Preview:
SMILES	PriA SSB inh	PfHsp40 rescue	3CLpro inhibitor	Rv3671c inh	TcdB GH inh	MazF activator	VHR inh abs	Anthrax LF prot	Vc quorum ag	Y pestis TopoI
COc1cccc(CN2CCC(C(=O)Nc3ccc(-c4cccc(C)c4)cc3)CC2)c1O	18	1.7	-3	-5	0.2	11	14	-4	-2.3	-7
CCCSc1nnc(Cn2c(=O)sc3ccccc32)n1C	-4	-1.1	1	-2	1.6	3	14	-6	i	-8
CS(=O)(=O)N1CCN(C(=O)Cc2ccccc2)CC1	9	-0.9	0	2	·	2	15	-6	-1.7	2
O=C(CNS(=O)(=O)c1ccc(Br)s1)N1CCCC1	-17	-0.9	3	4	·	-2	16	-4	i	-2
O=c1ccc(S(=O)(=O)N2CCCC2)cn1Cc1nc(-c2ccc(F)cc2)no1	-11	0.6	·	·	1.7	1	·	-56	1.4	7
Cc1ccc(C2Nc3ccccc3NC3=C2C(=O)CC(C)(C)C3)c(O)c1 (stereo unspecified)	-4	-0.2	2	-4	0.7	-58	20	-1	0.2	-2

Results, from the start:
SMILES	PriA SSB inh	PfHsp40 rescue	3CLpro inhibitor	Rv3671c inh	TcdB GH inh	MazF activator	VHR inh abs	Anthrax LF prot	Vc quorum ag	Y pestis TopoI
COc1cccc(CN2CCC(C(=O)Nc3ccc(-c4cccc(C)c4)cc3)CC2)c1O	18	1.7	-3	-5	0.2	11	14	-4	-2.3	-7
CCCSc1nnc(Cn2c(=O)sc3ccccc32)n1C	-4	-1.1	1	-2	1.6	3	14	-6	i	-8
CS(=O)(=O)N1CCN(C(=O)Cc2ccccc2)CC1	9	-0.9	0	2	·	2	15	-6	-1.7	2
O=C(CNS(=O)(=O)c1ccc(Br)s1)N1CCCC1	-17	-0.9	3	4	·	-2	16	-4	i	-2
O=c1ccc(S(=O)(=O)N2CCCC2)cn1Cc1nc(-c2ccc(F)cc2)no1	-11	0.6	·	·	1.7	1	·	-56	1.4	7
Cc1ccc(C2Nc3ccccc3NC3=C2C(=O)CC(C)(C)C3)c(O)c1 (stereo unspecified)	-4	-0.2	2	-4	0.7	-58	20	-1	0.2	-2
CCCC(=O)N(Cc1cc(=O)[nH]c2ccccc12)c1ccccc1OC	11	0.9	-1	1	-0.8	7	-7	-4	0.1	21
C=CCn1c(CCNC(=O)c2ccccc2F)nnc1SCc1nc2ccccc2c(=O)[nH]1	-10	-0.2	-2	-4	1.8	-3	26	-2	-0.2	-9
Cc1ccc(NC(=O)CCC(=O)OCCCC(F)(F)C(F)(F)F)cc1	-19	-0.3	-1	5	·	-3	7	-2	0.3	0
Nn1c(Cc2ccc(Br)cc2)n[nH]c1=S	0	-0.5	4	1	0.1	-2	32	-3	1.5	3
Cc1cc(C)c(S(=O)(=O)Nc2ccc3c(c2)CCC3)c(C)c1	-10	2.4	11	-3	5.6	-7	-7	0	-0.2	0
O=C(COc1cc(F)ccc1[N+](=O)[O-])Nc1ccc(N2CCCCC2)cc1	35	-2.7	·	-5	1.9	16	·	-5	i	-4
O=C(Cn1cc(S(=O)(=O)Cc2cccc([N+](=O)[O-])c2)c2ccccc21)N1CCOCC1	3	0.0	1	0	-0.9	1	0	-2	-0.6	-4
O=C(NCCNc1nccc(C(F)(F)F)n1)c1cccc(C(F)(F)F)c1	-8	0.1	5	0	2.5	2	18	20	-0.2	0
COc1ccccc1OCCn1cc(/C=C(\C#N)C(=O)NCc2ccco2)c2ccccc21	1	-0.7	4	-9	·	12	-2	0	-0.2	13
COc1ccc(OC)c(C(=O)c2coc3ccc(OC)cc23)c1	-9	-0.4	-2	2	·	-1	22	-3	-1.0	-9
c1ccc(COc2cccc(-c3cc4nc(NCc5cccs5)ccn4n3)c2)cc1	·	·	·	·	-0.6	·	·	0	-7.7	-7
COc1ccc(NC(=S)N2CCN(C(=O)c3ccccc3)CC2)cc1	3	-0.5	2	0	0.2	9	9	0	-0.2	-5
CC(=O)c1ccc(N2CCN(C(=O)COc3ccc4c(c3)CCC4)CC2)cc1	-8	-0.3	-1	-2	2.2	1	18	-3	-3.1	37
Cc1cccc(NC(=O)CSCc2cc(=O)n3nc(C4CC4)sc3n2)c1	0	-1.8	-1	-4	-2.8	10	-19	0	-2.6	-2
COc1ccc(C2=NN(C(=O)CCC(=O)O)C(c3ccc(OC)c(OC)c3)C2)cc1 (stereo unspecified)	-10	1.0	-4	6	0.0	-12	20	-12	-0.4	-3
CN(C)Cc1ccccc1-c1cccc2nccn12	·	·	·	·	-0.3	·	·	-6	-0.4	-2
CCOC(=O)c1ccccc1-c1csc(N)n1	-3	-1.5	0	2	1.0	9	13	-1	-0.4	3
COc1ccc(NC(=O)C(=O)NCC(c2ccco2)N2CCc3ccccc3C2)cc1 (stereo unspecified)	-5	0.7	·	-7	3.3	-10	·	0	-2.2	5
CCCCN(CCCC)Cc1ccc(C(=O)NN)o1	-5	-1.0	-3	-1	-1.8	3	-6	-2	-0.3	6
CN(C)/C(CN1CCOCC1)=C1\N=C(c2ccccc2)OC1=O	11	-0.7	-5	-3	2.1	-10	14	1	-0.6	-5
Cc1ccc(C)c(NC(=O)CN(C)S(=O)(=O)c2cccc3cccnc23)c1	-4	0.6	2	-4	2.2	11	-1	-3	-2.1	8
O=C(COc1ccccc1)Nc1ccc(-c2nnc(-c3ccco3)o2)cc1	-1	-0.2	2	4	·	-7	10	0	11	1
CN1C(C(=O)Nc2cccc(O)c2)=CC(c2cccs2)=NS1(=O)=O	27	-1.0	3	-2	-4.5	-1	6	-5	-0.3	-8
CCOC(=O)c1c(C)n(C)c2ccc(O)c(S(=O)(=O)c3ccccc3)c12	-10	0.0	0	-6	0.0	3	8	-1	-2.7	5
NNC(=O)c1ccc(Cn2cccn2)o1	4	0.5	-3	-7	-3.4	-4	9	7	-0.4	2
C[C@]12CCC3[C@@H](CC[C@@H]4C[C@H](O)CC[C@]34C)[C@@H]1CCC2=O (stereo partly specified)	-5	2.9	·	2	2.2	3	·	5	i	25
CCCN1C2CCCC1CC(NC(=O)NC1CCCCC1)C2 (stereo unspecified)	2	0.9	1	7	·	-5	16	0	i	-5
Cc1ccc(-c2nc3ccc(C)cn3c2CC(=O)N(C)C)cc1	-23	0.3	·	-3	1.3	-16	·	-1	-0.4	0
CC1=CC2=NC(=O)CC(C)(C(=O)N(CC(=O)NC(C)(C)C)Cc3cccs3)N2C=C1 (stereo unspecified)	-13	?	-8	0	1.2	-5	17	-2	i	0
Cc1ccc(NC(=O)CSc2nc3ccccc3nc2N2CCOCC2)c(C)c1	-5	0.7	-4	1	1.6	-12	-6	-2	-0.3	8
CCOC(=O)COc1cccc2c(=O)n(CC(N)=O)ccc12	6	-1.6	4	4	1.1	4	18	-1	-0.3	2
Cc1ccc(C(=O)NCc2ccco2)cc1Br	-1	0.7	3	-7	·	-3	12	-4	i	1
CCC(=O)N1CCc2cc(S(=O)(=O)NC(CC(C)C)C(=O)N3CCc4ccccc43)ccc21 (stereo unspecified)	0	0.4	-2	-23	·	1	-13	?	i	-3
CN(C)C(=O)CCc1ccc2c3c([nH]c2c1)[C@]1(C)[C@@H](C(=O)N2CCCCC2)C[C@H](CC(=O)NCc2ccco2)C(=O)N1CC3	-9	1.9	·	·	-2.0	13	·	-1	-0.5	10

Ordered by molar mass (descending): some entries from above
SMILES	PriA SSB inh	PfHsp40 rescue	3CLpro inhibitor	Rv3671c inh	TcdB GH inh	MazF activator	VHR inh abs	Anthrax LF prot	Vc quorum ag	Y pestis TopoI
Cc1ccc(NC(=O)CSc2nc3ccccc3nc2N2CCOCC2)c(C)c1	-5	0.7	-4	1	1.6	-12	-6	-2	-0.3	8
CCCN1C2CCCC1CC(NC(=O)NC1CCCCC1)C2 (stereo unspecified)	2	0.9	1	7	·	-5	16	0	i	-5
Cc1ccc(C(=O)NCc2ccco2)cc1Br	-1	0.7	3	-7	·	-3	12	-4	i	1
C[C@]12CCC3[C@@H](CC[C@@H]4C[C@H](O)CC[C@]34C)[C@@H]1CCC2=O (stereo partly specified)	-5	2.9	·	2	2.2	3	·	5	i	25

Going on with the list:
SMILES	PriA SSB inh	PfHsp40 rescue	3CLpro inhibitor	Rv3671c inh	TcdB GH inh	MazF activator	VHR inh abs	Anthrax LF prot	Vc quorum ag	Y pestis TopoI
CC1CCCN(C(=O)c2ccc(N3CC4CC(C3)c3cccc(=O)n3C4)c([N+](=O)[O-])c2)C1 (stereo unspecified)	-14	0.8	5	0	·	-2	26	0	-0.1	11
O=C(CNc1cccc2ccccc12)N/N=C/c1ccc([N+](=O)[O-])o1	·	2.1	11	14	-0.4	18	-2	-2	i	-19
O=C(c1ccccc1)c1cn(CC(=O)N2CCCc3ccccc32)c2ccccc12	1	1.9	1	-7	·	5	2	1	·	3
CCOC(=O)c1cc(-c2ccc3c(c2)OCCO3)n[nH]1	-14	-1.5	0	3	1.5	-4	21	-1	i	5
COc1cccc(Oc2cn[nH]c2-c2ccc(OCC(=O)NN)cc2O)c1	-3	-3.3	3	-22	0.5	15	6	6	i	19
COc1ccc(S(=O)(=O)N2CCCC2)cc1C(=O)N1CCOCC1	-9	-0.2	-2	5	-0.1	-2	7	2	i	0
Cc1cc(NC(=O)CSCC(=O)OC(C)C(=O)N(C)Cc2ccccc2)no1 (stereo unspecified)	-5	-1.3	·	8	1.3	3	·	-3	-0.4	-6
CN(C(=O)COc1cc(=O)n(C)c2ccccc12)c1ccc(Cl)cc1	2	-0.9	3	-2	1.3	10	46	-12	0.0	34
O=C(CCc1nnc(Cc2ccc3c(c2)OCO3)o1)N(CC1CCC1)CC1CCCO1 (stereo unspecified)	4	0.9	2	3	-0.1	-2	0	-10	-2.4	15
O=C(CCCN1C(=O)/C(=C/c2ccco2)SC1=S)Nc1cccc(C(=O)O)c1	-6	0.4	2	0	-1.5	-3	45	0	10	-7
Cc1ccc(-c2nnc(N(C)C(=O)c3ccncc3)s2)cn1	-13	0.7	1	-3	·	4	35	-3	-0.4	-2
Cc1ccc2c(c1)N(CC(=O)NCCCN1CCCCC1C)C(=O)c1cccnc1O2 (stereo unspecified)	-7	-0.5	-3	-4	0.3	-4	81	4	-0.4	-3
OC(c1ccc(F)cc1)c1nc(-c2ccc(Cl)cc2)cs1 (stereo unspecified)	·	·	·	·	1.5	·	·	-7	-0.3	8
O=C(CN1C(=O)S/C(=C/c2cccs2)C1=O)N1CCOCC1	-4	0.1	2	5	·	4	23	-6	-1.3	6
O=C(N/N=C/c1ccc2nccnc2c1)c1ccccc1O	·	·	-5	1	1.3	·	3	·	·	·
[O-][N+](=C(c1ccccc1)c1ccccc1)c1ccccc1	-12	-0.3	·	·	0.7	4	·	-10	-4.3	10

Assay outcomes (PubChem)
